VP16 counter: VP16 counterscreen qHTS for inhibitors of ROR gamma transcriptional activity; Drosophila S2 Gal4-VP16 UAS-luciferase, luminescence, 20 h; Potency, µM (doses to about 53.6 µM), inactives show top-dose activity, negative = inhibition, hits mostly inhibitors; 3.5% of 310,000 active; AID 2546, 2010;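 further: Gal4-VP16 expression switched on by copper sulfate through the metallothionein promoter; potency means the concentration at half of the fitted maximal effect; on the % scale 0 is the no-effect control and ±100 the full control effect; nearly all actives have a fitted effect of over 50% in size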
ELG1 genotoxic: qHTS screen for small molecules that induce genotoxicity in human embryonic kidney (HEK293T) cells expressing luciferase-tagged ELG1 | HEK293T ELG1-luciferase reporter, luminescence, 16 h | Potency, µM (series often up to 46 µM), for inactives: top-dose activity change, positive = activation, actives largely listed as activators | 1.3% of 330,000 active | AID 504466, 2011; further: potency means the concentration at half of the fitted maximal effect; % of control where 0% means no effect; nearly all actives have a fitted effect of over 60% in size
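Quantitative HTS format in 1536-well plates. HEK293T ELG1-luciferase reporter cells receive test compound and are incubated 16 hr at 37 °C, 5% CO2; ONE-Glo added, 30 min room temperature, then luminescence read.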
p53 reactivation: qHTS assay for re-activators of p53 using a Luc reporter. 0.063% of 320,000 active. Potency, µM (doses to about 92.2 µM), inactives show top-dose activity change, positive = activation, most hits filed as activators. H1299 p53-A138V BP100-luciferase reporter, luminescence, 24 h; further: potency means the concentration at half of the fitted maximal effect; % of control where 0% means no effect; nearly all actives have a fitted effect of over 45% in size
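p53-null H1299 cells stably carrying temperature-sensitive p53-A138V and a BP100-luciferase reporter were pinned with compounds (4-point, 1:5 series) and held 24 hrs at 37 deg C. Luminescence was read 10 min after detection reagent.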
ELG1 DNA repair: qHTS screen for small molecules that inhibit ELG1-dependent DNA repair in human embryonic kidney (HEK293T) cells expressing luciferase-tagged ELG1 | HEK293T ELG1-luciferase reporter, luminescence, 16 h; DNA damage induced by 5-fluorouridine | Potency, µM (titrated, usually from 46.1 µM), for the others: at the top dose activity change, negative = inhibition, most hits filed as inhibitors | 2.3% of 330,000 active | AID 504467, 2011; further: potency means the concentration at half of the fitted maximal effect; on the % scale 0 is the no-effect control and ±100 the full control effect; nearly all actives have a fitted effect of over 55% in size
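Reporter activity after DNA damage by 5-fluorouridine is monitored. Compound-treated cells incubate 16 hr at 37 °C, then ONE-Glo is added for 30 min before luminescence reading.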
Rab9 prom act: qHTS Assay for Rab9 Promoter Activators; Potency, µM (titrated, usually from 9.22 µM), for the others: at the top dose activation, negative = inhibition, most hits filed as activators; 2.8% of 320,000 active; Huh7 Rab9 promoter-luciferase reporter, luminescence, 24 h; further: potency means the concentration at half of the fitted maximal effect; % of control where 0% means no effect; nearly all actives have a fitted effect of over 60% in size
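Steps: seed 1500 Huh7 Rab9-luc cells per well, rest 2 h at 37 °C; add compound in DMSO; incubate 24 h; add luciferase reagent, 10 min ambient; read luminescence.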
BRCA1 expr act: qHTS Assay to Identify Small Molecule Activators of BRCA1 Expression; MCF7-BRCA1-FFLuc reporter, luminescence, 48 h; response scale: scaled: vehicle 0%, 10 µM genistein 100%; AID 624202, 2012; Potency, µM (series often up to 46.1 µM), without a hit: at the top dose activation, usual class: activators; 1.1% of 380,000 active; further: potency means the concentration at half of the fitted maximal effect; nearly all actives have a fitted effect of over 80% in size; some results filed as inactive show a strong effect at the top dose
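Luminescence from a BRCA1-driven firefly luciferase in MCF7 cells was read after 48 h compound exposure at 37 C. Data normalized against DMSO and a 10microM genistein activation control, then curve-fitted across the titration.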
TRPV1 agonist: HTS Assay for Compounds that Act as Agonists of the Vanilloid Receptor 1 | AID 540275, 2011 | activation, % at 8.33 µM | TRPV1-expressing cells, Fluo-8 calcium influx, agonist mode | 0.19% of 320,000 active | Transient receptor potential cation channel subfamily V member 1 (Homo sapiens), Q8NER1; in the data active means activation above about 80%; inconclusive means between about 30% and that limit; further: 0% is about no effect
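Fluo-8 calcium influx in TRPV1-expressing cells, kinetic read (ex 480/em 520 nm). Compound added and read 3 min for agonist activity, followed by capsaicin at EC20 final and 2 min further read for enhancement.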
NPC1 promoter act: qHTS Assay for NPC1 Promoter Activators | 2.4% of 320,000 active | Huh7 NPC1 promoter luciferase reporter, 24 h | AID 485313, 2010 | Potency, µM (titrated, usually from 9.22 µM), for the others: top-dose activation, hits mostly activators;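 further: potency means the concentration at half of the fitted maximal effect; % of control where 0% means no effect; nearly all actives have a fitted effect of over 60% in size; reporter is driven by a mutant NPC1 promoter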
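Huh7 cells stably carrying NPC1 promoter–luciferase, plated in Opti-MEM with 10% FBS for 2 h, were exposed to compound in DMSO for 24 h at 37 °C; luciferase reagent was added for 10 min and luminescence read.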
RORg inh: qHTS for inhibitors of ROR gamma transcriptional activity; Potency, µM (highest dose often 53.6 µM), for inactives: at the top dose activity change, negative = inhibition, actives largely listed as inhibitors; 5.4% of 310,000 active; Drosophila S2 Gal4-RORgamma UAS-luciferase reporter, 20 h; Nuclear receptor ROR-gamma (Mus musculus), P51450; AID 2551, 2010; further: potency means the concentration at half of the fitted maximal effect; on the % scale 0 is the no-effect control and ±100 the full control effect; nearly all actives have a fitted effect of over 60% in size
Target sequence (P51450 whole entry, looked up, the tested form may be a part): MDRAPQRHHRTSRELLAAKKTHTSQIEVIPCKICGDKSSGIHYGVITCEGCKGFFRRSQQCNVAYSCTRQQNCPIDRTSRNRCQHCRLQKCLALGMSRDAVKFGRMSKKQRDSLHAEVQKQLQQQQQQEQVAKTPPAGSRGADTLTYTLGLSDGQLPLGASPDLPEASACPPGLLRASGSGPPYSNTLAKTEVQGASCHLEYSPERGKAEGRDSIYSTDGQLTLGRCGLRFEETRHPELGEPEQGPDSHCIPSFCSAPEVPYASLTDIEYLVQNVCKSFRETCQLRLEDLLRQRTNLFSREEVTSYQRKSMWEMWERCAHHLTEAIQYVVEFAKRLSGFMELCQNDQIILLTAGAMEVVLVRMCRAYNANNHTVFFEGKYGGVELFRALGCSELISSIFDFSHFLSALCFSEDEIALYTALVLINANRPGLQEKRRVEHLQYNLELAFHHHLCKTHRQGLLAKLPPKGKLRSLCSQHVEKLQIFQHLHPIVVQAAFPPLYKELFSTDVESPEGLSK
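Luciferase reporter read in Schneider cells carrying Gal4-RORγ (mouse) and UAS-Photinus luciferase; cells given compound 1 h before 700 uM copper sulfate induction, then incubated 20 h at ambient temperature.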
FLuc modulator: qHTS profiling assay for firefly luciferase inhibitor/activator using purifed enzyme and Km concentrations of substrates (counterscreen for miR-21 project); Luciferin 4-monooxygenase (Photinus pyralis), P08659; purified FLuc, Km substrates, luminescence inhibition; Potency, µM (doses to about 57.5 µM), for the others: top-dose activity change, negative = inhibition, hits mostly inhibitors; 6.9% of 360,000 active; AID 588342, 2011;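 further: potency means the concentration at half of the fitted maximal effect; plate controls were vehicle for no effect and reference inhibitor for full effect; nearly all actives have a fitted effect of over 55% in size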
Target sequence (P08659 whole entry, looked up): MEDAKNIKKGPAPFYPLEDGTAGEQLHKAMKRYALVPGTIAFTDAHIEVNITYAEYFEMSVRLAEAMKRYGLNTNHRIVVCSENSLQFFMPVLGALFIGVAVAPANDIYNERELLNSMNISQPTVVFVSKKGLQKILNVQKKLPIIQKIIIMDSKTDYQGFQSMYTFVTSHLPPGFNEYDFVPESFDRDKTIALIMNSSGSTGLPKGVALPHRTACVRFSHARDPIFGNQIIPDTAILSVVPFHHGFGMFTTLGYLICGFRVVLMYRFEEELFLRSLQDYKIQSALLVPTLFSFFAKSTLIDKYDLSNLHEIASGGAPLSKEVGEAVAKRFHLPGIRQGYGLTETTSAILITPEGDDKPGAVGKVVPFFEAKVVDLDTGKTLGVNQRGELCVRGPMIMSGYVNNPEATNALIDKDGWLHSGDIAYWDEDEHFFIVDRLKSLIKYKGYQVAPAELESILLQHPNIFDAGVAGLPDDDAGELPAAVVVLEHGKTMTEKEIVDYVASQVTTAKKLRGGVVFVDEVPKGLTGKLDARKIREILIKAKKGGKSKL
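Purified P. pyralis luciferase, 10 nM final, with Km-level 10 uM D-luciferin and 10 uM ATP in 50 mM Tris acetate pH 7.5, 10 mM Mg acetate, 0.01% Tween-20, 0.05% BSA; 6-point qHTS titration about 60 µM downward; luminescence read.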
Tb PFK inh: qHTS Assay to Find Inhibitors of T. brucei phosphofructokinase. ATP-dependent 6-phosphofructokinase (Trypanosoma brucei brucei), O15648. T. brucei PFK, ADP-Glo luminescence. Potency, µM (top dose mostly 57.5 µM), inactives show top-dose activity, negative = inhibition, most hits filed as inhibitors. 0.17% of 330,000 active. AID 485367, 2010;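 further: potency means the concentration at half of the fitted maximal effect; 0% = uninhibited 1x PFK enzyme wells and -100% = no-enzyme wells; nearly all actives have a fitted effect of over 60% in size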
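In TEA buffer at pH 8.0 with 5 mM MgCl2, enzyme (1.25 nM) converted F6P (0.5 mM) and ATP (0.1 mM) for 45 min at room temperature. ADP product was read by luciferase luminescence.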
Starred values were filed as active, the others as inactive; ? = inconclusive; . = no result given; [ ] = remark or other dose. Unless noted, the call rests on the fitted dose curve; in most records, active means well fitted curve in the direction sought with a large enough effect; inconclusive means small, poorly fitted or top-dose-only effect, or another doubt; inactive means no such curve, though single readings can be large; an effect the other way counts as inactive or inconclusive. Compounds as they come. Share with any hit: about 15%.

SMILES	VP16 counter	ELG1 genotoxic	p53 reactivation	ELG1 DNA repair	Rab9 prom act	BRCA1 expr act	TRPV1 agonist	NPC1 promoter act	RORg inh	FLuc modulator	Tb PFK inh
O=C(O)C1CCCCC1C(=O)Nc1cccc(Cl)c1Cl (configuration not stated)	-7%	1%	0%	?	2%	3%	-2	-2%	-1%	0%	-3%
COc1cc(/C=C2\SC(=S)N(NS(=O)(=O)c3ccc(C)cc3)C2=O)cc(OC)c1OC	-20%	4%	-2%	0%	-7%	-26%	-4	0%	9%	-13%	1%
COc1ccc(CC(=O)NC(CC(=O)O)c2cccc([N+](=O)[O-])c2)cc1 (configuration not stated)	-10%	0%	-4%	20%	7%	-2%	-3	0%	13%	-15%	-2%
Cc1ccn(C(=O)c2ccc(NC(=O)C3CC3)cc2)n1	-1%	-2%	0%	6%	-1%	-5%	20	-1%	13%	-1%	1%
Cc1ccc(NC(=O)CN(C)C(=O)c2ccc(NC(=O)CC3SC(N4CCCC4)=NC3=O)cc2)cc1 (configuration not stated)	.	1%	-4%	13%	-1%	-18%	-2	-2%	.	2%	-1%
COc1ccc(C(=O)ON=C2c3ccccc3-c3ccccc32)cc1OC	?	-4%	20%	-10%	7%	5%	-10	5%	-2%	?	-4%
O=C(N/C(=C\c1ccco1)C(=O)N1CCCC1)c1ccccc1	-4%	5%	-3%	29%	-1%	-3%	-1	-4%	-7%	-5%	0%
COCCn1c(-c2ccc(OC)cc2)nc2oc3cc(OC)ccc3c(=O)c2c1=O	-5%	-4%	-5%	-5%	0%	-8%	5	0%	-15%	4%	-3%
Oc1ccc(/C=N/N(Cc2ccccc2)c2ccccc2)cc1	-8%	-2%	-10%	-30%	-2%	-53%	28	1%	5%	-18%	-8%
COc1c[nH]n(C2CCCCC2)c(=O)c1=O	?	2%	?	-1%	-3%	9%	-1	-2%	20µM*	7%	-4%
Cc1ccccc1OCc1nc(C#N)c(N2CCCC2)o1	8%	6%	-1%	3%	-1%	4%	18	-1%	27%	-2%	2%
CC1(C)CC(=O)C2=C(C1)N(Cc1ccco1)C(=O)C2(NC(=O)c1cccnc1)C(F)(F)F (configuration not stated)	-11%	0%	-5%	-6%	-9%	12%	2	-3%	1%	3%	-3%
COC(=O)Cn1c(=NC(=O)c2ccc(Cl)s2)sc2cc(C)ccc21	-3%	?	16%	?	?	60%	-6	?	38%	0.13µM*	-3%
CCOC(=O)C1CCN(C(=O)CNC(=O)c2nn(-c3ccc(OC)cc3OC)c(=O)c3ccccc23)CC1	-3%	10%	8%	?	13%	64%	1	4%	-5%	9.5µM*	6%
COc1cc(NC(=S)N2CCCC(C)C2)cc(OC)c1OC (configuration not stated)	-1%	2%	5%	12%	-1%	5%	-1	-1%	-41%	7%	-10%
O=c1oc2cc(Oc3ccc(C(F)(F)F)cc3[N+](=O)[O-])ccc2c2c1CCC2	-2%	0%	5%	12%	0%	-37%	0	0%	-12%	0%	-4%
O=C(CCC1N=C2c3ccccc3N=C(SCC(=O)NCc3ccco3)N2C1=O)NCc1ccco1 (configuration not stated)	7%[10 µM]	16%	3%	-11%	1%	-1%	-11	-1%	2%	-3%	-23%
C=CCc1cccc(CNc2c(C)cc(C)cc2C)c1O	2%	18%	2%	?	-6%	-2%	1	3%	7%	-4%	-12%
CC1CC(C)CN(CCCNC(=O)c2ccc3c(c2)N(Cc2ccccc2)C(=O)c2ccccc2S3=O)C1 (configuration not stated)	-17%	-3%	-25%	0%	-41%[inhibitor]	-45%	-11	17%	11µM*	2%	1%
Cc1oc2c(C)c3oc(=O)c(CC(=O)N[C@@H](CCCNC(N)=O)C(=O)O)c(C)c3cc2c1C	4%	0%	2%	0%	0%	8%	20	-4%	-20%	?	1%
O=C(N/N=C/c1ccc(-c2ccc(Br)cc2)o1)c1ccc2c(c1)OCO2	10µM*	10%	0%	0%	?	1%	24	1%	3.5µM*	-3%	0%
CCN(C1CCCCC1)S(=O)(=O)c1ccc(S(=O)(=O)NCc2ccncc2)cc1	18µM*	0%	6%	?	-19%	-78%	.	-12%	-1%	0%	0%
COc1ccc(N2CCN(c3ncnc4c3[nH]c3ccccc34)CC2)cc1	7.1µM*	.	.	.	.	-31%	5	.	?	-3%	.
Cc1ccnc(SCC(=O)Nc2c(C)n(C)n(-c3ccccc3)c2=O)n1	2%	1%	2%	9%	-3%	1%	-1	-1%	0%	0%	-3%
CC(Sc1nnc(-c2cccnc2)n1N)C(=O)N1CCOCC1 (configuration not stated)	.	-1%	3%	15%	-4%	7%	-2	0%	.	0%	-10%
SMILES	VP16 counter	ELG1 genotoxic	p53 reactivation	ELG1 DNA repair	Rab9 prom act	BRCA1 expr act	TRPV1 agonist	NPC1 promoter act	RORg inh	FLuc modulator	Tb PFK inh
COC(OC)c1ccc(C#N)c(=O)[nH]1	4%	6%	-2%	1%	-3%	-6%	0	-7%	-7%	2%	-2%
Cc1n[nH]c(C)c1Sc1ccccc1N=Cc1cc(Cl)cc([N+](=O)[O-])c1O	-1%	0%	-4%	4%	2%	-26%	6	0%	-28%	2%	-1%
CSc1nc2ccc(NC(=O)c3ccccn3)cc2s1	?	0.092µM*	6%	?	0.4µM*	2%	?	0.45µM*	?	0.43µM*	0%
c1ccc(CNc2c(-c3cccc(SC4CCCCC4)c3)nc3ccccn23)cc1	.	-5%	9%	?	.	0%	.	.	.	.	8%
CCCN(C(=O)c1ccc([N+](=O)[O-])c(C)c1)c1c(N)n(Cc2ccccc2)c(=O)[nH]c1=O	.	-2%	-7%	22%	11%	-11%	7	-1%	.	2%	1%
O=C(Cc1cccs1)N(Cc1cccs1)C1(C(=O)NC2CCCC2)CCCCC1	-7%	-3%	5%	?	-8%	-68%	23	-3%	-15%	2%	-2%
Cc1ccc(OCC(=O)N/N=C\c2ccco2)c(C)c1	2%	3%	-3%	21%	2%	-6%	5	2%	18%	?	2%
CCc1noc(C)c1C(=O)Nc1nc(-c2ccc(Cl)cc2Cl)cs1	?	-7%	5%	?	-1%	-71%	2	-1%	?	2%	-3%
CCOc1ccc2oc(C(=O)N3CCN(Cc4ccccc4)CC3)c(C)c2c1	-7%	0%	-3%	-29%	4%	0%	25	2%	?	?	-5%
CCOC(=O)NC(=O)CSc1nnc(C2CC2)n1Cc1ccco1	2%	0%	2%	9%	1%	-13%	0	-5%	3%	-3%	-1%
Cc1ccc(-n2c(C)cc(/C=C3/C(=N)N4C(c5ccccc5)=CSC4=NC3=O)c2C)cc1	-7%	-3%	-8%	10%	-1%	-14%	-7	3%	2%	?	-2%
C#CCOCCOCCOCCNc1nc(N2CCOCC2)nc(N2CCN(C(=O)[C@H](CCC(=O)O)n3cc(C(N)Cc4ccc(O)cc4)nn3)CC2)n1 (some centres not stated)	1%	8%	0%	10%	-2%	5%	0	0%	-29%	1%	0%
N#Cc1cccc(NC(=O)CN2NS(=O)(=O)c3ccccc3C2=O)c1	0%	-1%	-3%	-6%	-4%	1%	2	-2%	9%	-2%	7%
O=C(c1cccc(S(=O)(=O)N2CCCC2)c1)N1CCCc2ccccc21	13%	-10%	-1%	?	2%	-3%	1	-10%	10%	-6%	0%
O=C(NC1CC1)C1=C[C@H](c2ccc(Br)cc2)C[C@H](OCc2ccc(CO)cc2)O1	10%	-3%	2%	-7%	-1%	1%	3	0%	22%	-16%	2%
CN(C(=O)Nc1ccc(C(C)(C)C)cc1)C1CCCCC1	2%	5%	0%	?	?	42%	?	18%	7%	-1%	1%
C=C(C)CSc1[nH]c(=O)cc(C)c1C#N	2%	0%	6%	1%	-5%	-3%	3	0%	-10%	-15%	-10%
COC(=O)CCN1CCC(C(N)=O)CC1	-2%	13%	22%	7%	2%	-8%	4	-2%	2%	0%	0%
O=C(Nc1nccs1)c1cccnc1Cl	-20%	2%	2%	22%	-4%	17%	6	1%	10%	-2%	-11%
CC(NC(=O)c1cccnc1)C(c1ccccc1)N1CCN(C)CC1 (configuration not stated)	1%	-1%	2%	9%	-6%	4%	-3	-2%	0%	1%	5%
Cc1c2c(n3c(nc4ccccc43)c1C#N)N(CCN1CCOCC1)CC2	-1%	-3%	-1%	2%	5%	0%	0	-3%	2%	0%	1%

High-throughput results (PubChem BioAssay)
